Screening results as filed in PubChem BioAssay.
Vc quorum ag: induces V. cholerae light production without autoinducers; 350,000 compounds, 0.16% hits; V. cholerae BH1578 lux reporter, luminescence, 6 h; AID 588436; activation, % at 18.7 µM; in the data active means activation mostly above about 9.7%, no sharp cut-off; inconclusive means no clear call, values can overlap the other calls; inactive means mostly below about 3.7%; further: not every result past the cut was called active; inactives centre near 0; reference of the scale not given here
PfHsp40 rescue: restores yeast growth despite PfHsp40 toxicity; S. cerevisiae expressing PfHsp40, growth rescue, ATP luminescence; growth rescue, % at 12.5 µM; 340,000 compounds, 0.68% hits; AID 504582; in the data active means growth rescue above about 28%, passing the limit was not always enough; inconclusive means no clear call, values can overlap the other calls;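 further: yeast W303a lacking pdr1 and pdr3 grown in galactose medium; growth measured after three days at 30 °C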
Y pestis TopoI: Y. pestis Topo-I inhibition via cleavage products; Y. pestis Topo-I cleavage product accumulation, plate reader; activity, % at 10 µM; 360,000 compounds, 0.064% hits; in the data active means activity above about 50%, passing the limit was not always enough; inconclusive means no clear call, values can overlap the other calls; further: inactives centre near 2
TcdB inh: blocks C. difficile toxin B glycohydrolase activity. P18177. TcdB glycohydrolase enzymatic assay, plate reader. inhibition, % at 9.99 µM. 350,000 compounds, 0.24% hits. AID 652162; in the data active means inhibition above about 10%
FadD28 FP inh: blocks FadD28 binding to the bisubstrate probe; inhibition, % at 12.5 µM; fluorescence polarization; 360,000 compounds, 0.22% hits; AID 588549; in the data active means inhibition above about 8.5%, passing the limit was not always enough; inconclusive means no clear call, values can overlap the other calls
Mtb FBA inh: inhibitors of M. tuberculosis fructose-bisphosphate aldolase; 360,000 compounds, 2.3% hits; P9WQA3; purified M. tuberculosis FBA, fluorescence read-out; inhibition, % at 1 µM; in the data active means inhibition above about 27%;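 further: 0% = vehicle and 100% = reference inhibitor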
Target sequence (P9WQA3 whole entry, looked up): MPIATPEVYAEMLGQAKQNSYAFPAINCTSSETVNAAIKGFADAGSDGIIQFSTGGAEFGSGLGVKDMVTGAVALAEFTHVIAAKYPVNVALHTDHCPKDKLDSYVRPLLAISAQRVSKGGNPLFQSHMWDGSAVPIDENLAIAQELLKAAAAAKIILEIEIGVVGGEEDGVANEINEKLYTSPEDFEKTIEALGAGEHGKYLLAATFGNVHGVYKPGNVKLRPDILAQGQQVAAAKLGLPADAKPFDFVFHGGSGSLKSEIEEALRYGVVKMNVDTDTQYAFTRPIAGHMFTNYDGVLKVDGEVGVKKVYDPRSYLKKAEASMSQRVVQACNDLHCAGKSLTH
GDH-TPI inh: GDH-TPI coupled enzyme inhibition counter-screen | inhibition, % at 4.8 µM | AID 588335 | 360,000 compounds, 1.2% hits | GDH-TPI coupled enzyme counterscreen, NADH absorbance; in the data active means inhibition above about 30%;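 further: 0% = DMSO wells and 100% = wells lacking the enzyme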
UGM FP inh: blocks M. tuberculosis UGM enzyme. P9WIQ1. purified UGM, fluorescence polarization probe displacement. inhibition, % at 10 µM. 320,000 compounds, 0.06% hits. AID 504406; in the data active means inhibition above about 10%, passing the limit was not always enough; inconclusive means no clear call, values can overlap the other calls
Target sequence (P9WIQ1 whole entry, looked up): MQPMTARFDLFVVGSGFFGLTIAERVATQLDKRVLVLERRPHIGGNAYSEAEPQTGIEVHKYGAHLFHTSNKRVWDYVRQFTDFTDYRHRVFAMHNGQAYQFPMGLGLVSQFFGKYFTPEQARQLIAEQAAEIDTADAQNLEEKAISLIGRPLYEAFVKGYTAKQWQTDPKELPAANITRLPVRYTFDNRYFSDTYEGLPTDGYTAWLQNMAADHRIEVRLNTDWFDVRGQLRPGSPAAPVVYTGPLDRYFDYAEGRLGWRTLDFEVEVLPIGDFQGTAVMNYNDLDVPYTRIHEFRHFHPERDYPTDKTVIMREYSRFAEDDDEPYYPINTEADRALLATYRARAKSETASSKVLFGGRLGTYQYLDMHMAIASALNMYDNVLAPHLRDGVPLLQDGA
Mtb BioA inh: inhibitors of Mycobacterium tuberculosis BioA enzyme | purified M. tuberculosis BioA enzyme, plate reader | inhibition, % at 9.99 µM | 360,000 compounds, 0.096% hits | AID 602481; in the data active means inhibition above about 40%; inconclusive means no clear call, values can overlap the other calls
Numbers without * were called inactive; i = inactive; ? = inconclusive; nt = not tested or not shown.

Every second line gives: Mtb FBA inh | UGM FP inh | Mtb BioA inh | Y pestis TopoI | TcdB inh | PfHsp40 rescue | FadD28 FP inh | GDH-TPI inh | Vc quorum ag
1) Clc1ccc(Nc2nc(NCCN3CCOCC3)nc(N3CCOCC3)n2)cc1
  0 | -1.2 | -0.2 | -2 | nt | -0.6 | -1.9 | 4 | -0.7
2) CN1CC(C(=O)c2ccc(F)cc2)C(c2ccc(F)cc2)C1 (configuration not stated)
  4 | 3.2 | 1.3 | 7 | 2.3 | -0.2 | -0.6 | -4 | i
3) Cc1cc(C)n2nc(C(=O)OCC(=O)c3ccccc3)nc2n1
  28* | 0.8 | -1.4 | 0 | 0.8 | 3.8 | -1.5 | 0 | 1.2
4) Cc1nn(-c2ccc(F)cc2)c2sc(C(=O)OC3CCOC3=O)cc12 (configuration not stated)
  86* | 0.2 | 0.0 | 15 | nt | 0.6 | -0.7 | 8 | i
5) Cc1ccc(C(=O)N2CC(C)OC(C)C2)cc1S(=O)(=O)N1CCCCC1 (configuration not stated)
  1 | -0.3 | -1.7 | -4 | 0.5 | -0.6 | 1.3 | -1 | i
6) C/C(=N\NC(=O)c1ccc(OC2CCCC2)cc1)c1ccc(C)s1
  -6 | -0.7 | 3.2 | 3 | nt | 0.1 | -0.4 | 3 | -0.3
7) Nc1nc(-c2ccc(S(=O)(=O)N3CCCCC3)cc2)cs1
  15 | -0.3 | -1.0 | 6 | -0.1 | 0.9 | -2.9 | 3 | i
8) CC1CC(Nc2ccccc2)c2ccccc2N1C(=O)c1ccco1 (configuration not stated)
  -1 | 3.5 | 2.0 | -7 | 1.2 | 0.1 | -1.2 | 25 | -0.2
9) CC[C@]12c3[nH]c4cc(CCC(=O)N(C)C)ccc4c3CCN1C(=O)[C@@H](CC(=O)NCc1ccco1)C[C@@H]2C(=O)N1CCN(C(=O)C2CC2)CC1
  4 | nt | -0.3 | 25 | 0.1 | -0.7 | -0.3 | 0 | i
10) CCOC(=O)c1[nH]cnc1C(=O)NC1CCN(C(=O)OC(C)(C)C)CC1
  -2 | -1.6 | -4.8 | 0 | 0.9 | -0.5 | -1.8 | 1 | i
11) O=C(NCCCn1cccn1)C1CCC(=O)N(Cc2cccc(C(F)(F)F)c2)C1 (configuration not stated)
  -1 | 1.1 | -0.7 | -1 | 0.9 | -0.4 | -0.8 | 4 | 12
12) CC(=O)c1c(C)[nH]c(C(=O)N2CCN(c3ncccn3)CC2)c1C
  2 | 2.6 | 1.6 | 7 | 0.0 | -0.4 | -0.6 | -4 | -0.6
13) O=C(NCc1ccccn1)c1ccc(-c2ccccc2)cc1
  5 | -0.9 | nt | 9 | 6.2 | 2.5 | -2.8 | 3 | 0.3
14) CS(=O)(=O)Nc1ccc(-c2n[nH]c(=S)n2-c2ccccc2)cc1
  19 | -0.8 | nt | -2 | nt | -0.7 | -2.7 | 9 | i
15) O=C(/C=C/c1ccc([N+](=O)[O-])cc1)Nc1cccc(S(=O)(=O)NC2=NCCCCC2)c1
  3 | -2.2 | nt | -6 | 0.0 | 0.5 | -0.8 | 41* | nt
16) CC1=C(C(=O)OCC2CCCO2)C(c2ccccc2)C2=C(CC(C)(C)CC2=O)N1 (configuration not stated)
  17 | -5.3 | 2.5 | 5 | 1.0 | 1.0 | -2.2 | 12 | -0.4
17) CCOC(=O)C1(C(F)(F)F)N=C(C(F)(F)F)Nc2ccccc21 (configuration not stated)
  1 | -1.6 | -0.9 | 13 | 1.4 | -0.3 | 0.1 | 2 | 1.6
18) Cn1c(=O)c2c(nc(CN3CCN(C(=O)c4ccco4)CC3)n2Cc2ccc(Cl)cc2)n(C)c1=O
  3 | -1.2 | nt | 27 | nt | 1.2 | -2.6 | -11 | 11
19) O=c1[nH]cnc(O)c1C(c1cccc([N+](=O)[O-])c1)c1c(O)nc[nH]c1=O
  1 | -1.6 | -1.6 | -2 | 1.7 | -1.0 | -4.5 | 13 | i
20) O=C(NCCc1ccccc1)C1CC(=O)N(c2ccc3c(c2)OCCO3)C1 (configuration not stated)
  28* | 0.2 | nt | 2 | 1.2 | 0.2 | -0.4 | -2 | 0.8
21) CCc1nc(N2CCN(C(=O)c3ccco3)CC2)c2oc3ccccc3c2n1
  0 | -0.3 | nt | 14 | nt | 0.4 | -2.1 | 4 | i
22) CC(Oc1ccc(Cl)cc1Cl)C(=O)N/N=C1\CCCc2ccccc21 (configuration not stated)
  0 | 3.9 | 0.8 | 2 | nt | -1.3 | 0.0 | 0 | 0.6
23) O=C(Nc1ccc(Cl)cc1N1CCOCC1)C1CCCCC1
  -1 | 1.8 | -0.3 | 7 | 1.4 | 1.1 | -2.4 | 0 | -0.1
24) CCC1CCC(C(=O)NC(C(=O)NCCCN2CCCCC2C)C(C)C)CC1 (configuration not stated)
  4 | -1.9 | nt | 3 | -2.1 | -1.3 | -0.9 | 3 | -0.8
25) Cc1ccccc1S(=O)(=O)Cc1ccc(C(=O)N(C)C2CCCCC2)o1
  2 | 3.6 | 0.6 | 7 | 0.4 | -1.3 | 0.7 | 3 | -2.0
26) Cc1nc(/C(N)=N/OC(=O)c2ccc(Cl)cc2)c(C(F)(F)F)o1
  -2 | 1.1 | -0.5 | -1 | 2.5 | -1.0 | 0.1 | -2 | i
27) CCOc1cc(-c2sc(Nc3ccc(CC)cc3)n[n+]2-c2ccccc2)ccc1OC
  0 | -3.1 | 29 | 5 | 0.9 | -1.0 | -6.9 | 3 | -0.9
28) C=CCN=C(NC#N)SCc1ccccc1
  2 | -0.6 | -0.9 | 6 | nt | -1.4 | -0.9 | 14 | -1.3
29) CCN1C(=O)C2(Nc3ccccc3-c3nc4ccccc4n32)c2cc(OC)ccc21 (configuration not stated)
  1 | -0.6 | -1.0 | 10 | nt | -0.5 | -2.3 | 0 | -0.1
30) CC(=O)c1ccc(OCC(O)CN2CCN(CCO)CC2)cc1 (configuration not stated)
  1 | -1.7 | -0.7 | -5 | 1.3 | -0.6 | 3.0 | 0 | -0.7
31) COc1ccccc1NCC(=O)NN=C1CCS(=O)(=O)c2ccc(F)cc21
  0 | 3.0 | -0.1 | 5 | 0.3 | -0.4 | nt | 5 | -2.9
32) CC(=O)c1c(C)[nH]c(C(=O)CN2CCN(S(=O)(=O)c3ccccc3[N+](=O)[O-])CC2)c1C
  3 | nt | nt | -5 | -1.0 | -2.0 | -13 | 2 | -5.2
33) COc1ccc(CNC(=O)C2CCN(C(=O)Cc3ccccc3)CC2)cc1
  1 | -3.1 | 0.2 | 5 | -2.3 | -0.3 | -2.5 | 11 | -0.2
34) Clc1ccc(-c2cc(-c3ccccc3)on2)cc1
  4 | 2.9 | 0.5 | -3 | nt | -1.2 | -1.7 | 0 | i
35) CC(C)NC(=O)COc1ccc(S(=O)(=O)N2CCOCC2)cc1
  2 | -4.5 | -1.4 | 7 | nt | 0.0 | 0.9 | 3 | 2.6
36) O=C(O)C1C2C=CC3(CN(C/C=C/c4ccccc4)C(=O)C13)O2 (configuration not stated)
  2 | 0.2 | 0.3 | 4 | nt | 0.7 | -3.6 | 10 | -0.3
37) N#C/C=C/N1CCC(Cc2ccccc2)CC1
  1 | 2.0 | -0.2 | 6 | -0.1 | -0.5 | 0.0 | 8 | -0.4
38) Cc1ccc(C(=O)NCC(=O)NCC(=O)OCc2ccc(Oc3ccc([N+](=O)[O-])cc3)cc2)cc1
  -5 | 0.9 | -0.2 | -2 | nt | -0.3 | -3.4 | 7 | nt
39) CCOc1ccc(N(CC(=O)NCc2ccco2)C(=O)CCC(=O)Nc2nccs2)cc1
  1 | ? | -1.6 | 21 | 1.4 | 6.2 | nt | 4 | 0.0
40) CC(C)c1ccccc1NC(=S)NCCCn1ccnc1
  3 | -0.9 | 4.5 | -12 | 2.0 | 1.3 | -1.9 | 4 | -0.4
41) N=C1C(c2nc(-c3ccc(Cl)cc3)cs2)=C(O)CN1NC(=O)c1ccc(O)cc1
  -5 | -0.5 | 1.0 | -6 | 0.3 | -1.0 | -2.0 | 18 | 4.8
42) COC(=O)C1CC(O)C(O)C(O)C1 (configuration not stated)
  2 | nt | -1.0 | 3 | 2.0 | -0.8 | 0.8 | -2 | -0.3
43) O=C(O)C[C@H]1c2cc(C(F)(F)F)ccc2S(=O)(=O)N1C1CCN(Cc2ccccc2)CC1
  1 | 2.3 | -0.6 | 10 | 3.2 | -2.3 | 1.6 | 5 | -0.5
44) COc1ccccc1CC1(C)C(=O)Nc2ccc(S(=O)(=O)NC3CCCCC3)cc21 (configuration not stated)
  3 | nt | -0.1 | -8 | 2.3 | nt | -1.1 | 13 | i
45) CC1(C)CC2(C)CC(=O)C1C(C(=O)O)C2C(=O)O (configuration not stated)
  -1 | nt | -0.6 | 1 | 2.4 | nt | -4.1 | 2 | -5.9
46) C[C@@]12C(=O)NCC(=O)N1[C@@H]1c3cc(Br)ccc3OC[C@@H]1[C@@H]2c1ccccc1
  -1 | 3.2 | -4.6 | 13 | -0.1 | 0.7 | -1.3 | 5 | -0.7
47) COc1cc2c(cc1OC)CN(C(=O)CSC1=NCCS1)CC2
  2 | nt | 5.5 | 9 | 0.3 | nt | -0.8 | 11 | i
48) CN(CC(=O)Nc1ccccc1Br)C(=O)c1ccc(-c2ccc(Cl)cc2)o1
  3 | 3.7 | 2.0 | 14 | 1.0 | -0.6 | -0.4 | 21 | -0.1
49) COc1cccc(-c2cc3nc(NCc4ccc(C)cc4C)n(C)c(=O)c3s2)c1
  2 | nt | -0.1 | 32 | 2.3 | nt | -1.5 | 14 | -4.5
50) COc1cc(C(O)c2nc(-c3csc4ccccc34)cs2)ccc1F (configuration not stated)
  -1 | nt | -1.1 | 3 | -1.1 | nt | -3.1 | -1 | i
51) Cc1cc(C)n(CC(=O)N/N=C/c2cccc([N+](=O)[O-])c2)n1
  3 | -1.5 | nt | -3 | nt | -1.4 | -3.0 | 4 | -0.5
52) NS(=O)(=O)c1ccc(CNC(=O)CC23CC4CC(CC(C4)C2)C3)cc1
  0 | -1.9 | -0.6 | 3 | nt | -0.1 | -2.5 | -7 | i
53) C/C(Nc1ccc(Cl)c(Cl)c1)=C1/CCOC1=O
  3 | nt | -3.7 | -4 | -1.1 | nt | -1.0 | 16 | i
54) Oc1ccc(-c2sc(Nc3ccccc3)n[n+]2-c2ccc(F)cc2)cc1
  -2 | -2.2 | -1.0 | -3 | 1.5 | -0.5 | -1.1 | 22 | -3.7
55) Cc1ccccc1CSc1nnc(C)n1N
  1 | -2.1 | -1.6 | 3 | -2.7 | 0.4 | 0.0 | 3 | -2.9
56) CCCCNC(=O)C(CC)(ONc1ccccc1C(F)(F)F)c1ccccc1OC (configuration not stated)
  -2 | 3.7 | 0.2 | 13 | 0.7 | 0.3 | -0.5 | 3 | i
57) CC(=O)Nc1ccc2c(c1)nc(CCNC(=O)c1ccccc1)n2C
  3 | -2.4 | 1.6 | 0 | nt | 0.3 | -2.9 | -4 | i
58) CCOC(=O)c1oc2ccc(S(=O)(=O)n3nc(-c4ccc(C)cc4)cc3N)cc2c1C
  2 | -0.9 | 0.4 | 10 | 0.8 | 0.0 | -3.0 | -4 | 0.3

Profiles from above. Values in the order: Mtb FBA inh	UGM FP inh	Mtb BioA inh	Y pestis TopoI	TcdB inh	PfHsp40 rescue	FadD28 FP inh	GDH-TPI inh	Vc quorum ag
CC(C)NC(=O)COc1ccc(S(=O)(=O)N2CCOCC2)cc1 as listed: 2	-4.5	-1.4	7	nt	0.0	0.9	3	2.6
Cc1ccc(C(=O)NCC(=O)NCC(=O)OCc2ccc(Oc3ccc([N+](=O)[O-])cc3)cc2)cc1 as listed: -5	0.9	-0.2	-2	nt	-0.3	-3.4	7	nt

Part of the list above with just TcdB inh.
entry	molecule	TcdB inh
44	COc1ccccc1CC1(C)C(=O)Nc2ccc(S(=O)(=O)NC3CCCCC3)cc21 (configuration not stated)	2.3
53	C/C(Nc1ccc(Cl)c(Cl)c1)=C1/CCOC1=O	-1.1
